Screening results: PubChem BioAssay, National Center for Advancing Translational Sciences (NCATS)
AmpC inh det: blocks E. coli AmpC beta-lactamase in presence of detergent | hit rate 0.09% among 71,000 | Potency, µM (titrated, usually from 28.7 µM), inactives show top-dose activity change, negative = inhibition | AID 584 | purified AmpC, nitrocefin hydrolysis with detergent; active = well fitted curve in the direction sought with a large enough effect
Target sequence (P00811 whole entry, looked up): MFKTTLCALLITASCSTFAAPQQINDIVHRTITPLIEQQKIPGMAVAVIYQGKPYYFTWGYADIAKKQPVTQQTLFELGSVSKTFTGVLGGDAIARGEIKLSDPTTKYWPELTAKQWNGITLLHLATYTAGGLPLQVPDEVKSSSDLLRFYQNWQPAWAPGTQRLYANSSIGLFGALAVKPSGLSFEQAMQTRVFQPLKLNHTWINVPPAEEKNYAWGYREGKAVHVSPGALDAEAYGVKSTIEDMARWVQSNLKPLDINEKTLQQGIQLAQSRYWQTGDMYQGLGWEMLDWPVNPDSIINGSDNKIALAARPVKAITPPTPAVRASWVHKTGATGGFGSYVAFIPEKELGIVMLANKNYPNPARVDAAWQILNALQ
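E. coli AmpC (5.3 nM) in 20 mM phosphate pH 7.0 with 0.01% Triton X-100, preincubated 15 min RT with compound; nitrocefin (2 uL of 800 uM stock) hydrolysis followed by 480 nm absorbance every 20 s over 4 min.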
Active calls of the source: *; & = joins results of further samples. % is set by controls: 0 for no effect and ±100 for the full control effect; potency is the fitted concentration of half-maximal effect.

molecule	AmpC inh det
O=C(O)CCc1ccc(-c2ccccc2)n1NC(=O)c1ccco1	-3.8%
Cc1cc(C)n(-c2nc3c(c(=O)[nH]c(=O)n3C)n2Cc2ccc(F)cc2)n1	-0.2%
O=C(Oc1ccc(-c2cnc3ccccc3n2)cc1)c1ccco1	-1.3%
Cc1ccccc1-c1nc(CN2CCC(C(=O)NCCCN3CCOCC3)CC2)c(C)o1	-5.4%
O=C(C1CCCO1)N1CCN(c2c3c(nc4cc(-c5ccc(F)cc5)nn24)CCC3)CC1 (stereo not drawn)	-5.1%
COc1ccccc1N1CCN(C(=O)c2cc(C3CC3)on2)CC1	3.3%
COc1cc(C2N(c3ccc(Cl)cc3)C(=O)C3CCCN32)cc(OC)c1OC (stereo not drawn)	3.8%
Cc1ccc(C2CC(c3ccc(C)cc3)n3nc(N)nc3N2)cc1 (stereo not drawn)	12.6%
CCC12CN3CC(CC)(CN(C1)C3c1ccc(OC(C)C)cc1)C2=O (stereo not drawn)	8.9%
C=CCN1CCc2c(cc(O)c(O)c2Cl)[C@H](c2ccccc2)C1	-1.1%
O=C(COc1ccccc1)N1CCN(C2CCCC2)CC1	10.8%
CCOC(=O)c1ccc(N2C(=O)c3n[nH]c(C)c3C2c2ccc(OC)c(OC)c2)cc1 (stereo not drawn)	-0.7%
O=C(c1ccccc1)c1cn(CC(=O)N2CCCC2)c2ccccc12	15.9%
Cc1cc(=O)oc2cc(OCC(=O)N3c4ccccc4CC3C)ccc12 (stereo not drawn)	7.8%
COc1cccc(C2=NC(C)(C)NC(c3ccccc3O)C2)c1 (stereo not drawn)	-3.3%
NC(=O)C1CC(=O)N(c2ccc(OCC(=O)Nc3cccc(C(F)(F)F)c3)cc2)C1 (stereo not drawn)	0.3%
Cc1cc(C(=O)OCC(=O)N2CC(=O)Nc3ccccc32)no1	0.0%
COc1ccc(NC(=O)CCc2nc(-c3ccc(C)cc3)no2)c(OC)c1	-0.6%
CCOC(=O)C1=C(N)n2c(s/c(=C\c3cccnc3)c2=O)=C(C#N)C1c1cccnc1 (stereo not drawn)	-0.1%
Cc1cc(C)c(C(=O)OCCNC(=O)c2cccnc2)cc1C	-2.0%
CN(C)c1ccc(NC(=O)CSCc2nc3c(nnn3Cc3ccc(F)cc3)c(=O)[nH]2)cc1	-4.3%
CCCCOC(=O)C1=C(C)Nc2ncnn2C1c1ccc(OC)c(OC)c1 (stereo not drawn)	6.2%
O=C(CSc1ncnc2nc[nH]c12)N1CCOCC1	-4.7%
Oc1ccc2c(c1)oc1cc(O)ccc12	-5.2%
Clc1ccc(SCCCCn2cncn2)cc1	-3.8%
COc1ccccc1NC(=O)CSc1nnc(C)o1	21.9%
CC(=O)N(Cc1cc2cc(C)c(C)cc2n2nnnc12)CC1COCCO1 (stereo not drawn)	16.6%
O=C(Nc1cccc(C(F)(F)F)c1)C1C2CC3OC(=O)C1C3C2 (stereo not drawn)	-3.5%
Clc1ccc2c(c1)[C@H]1OCC[C@H]1[C@@H](c1ccco1)N2	7.4%
Cc1cc(NC(=O)C2CCCN(S(=O)(=O)c3c(C)noc3C)C2)n[nH]1 (stereo not drawn)	11.2%
Cc1ccc(Nc2nc(N)nc(CN3CCN(C)CC3)n2)cc1C	-0.7%
COc1cccc(CN2CCN(C(=O)c3cccc4ccccc34)CC2)c1OC	-1.0%
CCOc1ccc(C(=O)NCc2ccco2)cc1	-2.5%
CCC=O	7.4%
CCN1CCN(CC(=O)NC2CCCCC2)C(=O)C1=O	13.8%
COc1ccc(CCC(=O)NCc2cnn(C)c2)cc1	-3.0%
COc1ccc(S(=O)(=O)N2CCCC2C(=O)Nc2nc3c(s2)CCCC3)cc1 (stereo not drawn)	-2.1%
CC(C)/C=C1\CCCCC1N(C)C(=O)NC(C)C (stereo not drawn)	-0.4%
Cc1ccc(S(=O)(=O)CC(=O)Nc2ccc(S(=O)(=O)Nc3onc(C)c3C)cc2)cc1	-3.0%
CC(=O)C1C(c2cccc(F)c2)NC(=O)NC1(O)C(F)(F)F (stereo not drawn)	-3.1%
Cc1c(NC(=O)c2cccc(NC(=O)c3ccco3)c2)cccc1C(=O)O	0.5%
Cn1nnc2cc(C(=O)Nc3cccnc3)ccc21	7.2%
CCOC(=O)N1CCC(NC(=O)c2cccc3c2C(=O)N(CCOC)C3)CC1	19.1%
CCOC(=O)C1=C(N)OC2=C(C(=O)CC(C)(C)C2)C1c1ccco1 (stereo not drawn)	-2.7%
Nc1nnc(SCC(=O)Nc2ccccc2N2CCOCC2)s1	-6.1%
O=C(CSc1nnc(Cc2cc(=O)[nH]c(=O)[nH]2)n1-c1ccc(Cl)cc1)NCC1CCCO1 (stereo not drawn)	-1.7%
CN(C)C(=O)c1ccc(-c2cncnc2NCCN2CCOCC2)cc1	3.0%
O=c1nc(NCc2ccco2)sc2ncccc12	-0.7%
Cc1cc(C)nc(Sc2ccc3nnnn3n2)n1	11.8%
C=CCn1c(O)c(C(C)=NCc2cccnc2)c(=O)[nH]c1=O	-1.6%
Nc1ccc(C(=O)c2ccc3c(c2)OCCO3)cc1N	7.2%
COc1ccc(C2(O)CCN(C(=O)c3ccc4c(c3)OCO4)CC2)cc1	-1.3%
CSc1ccc(Cl)c(C(=O)NCC(C)C)c1	-4.2%
Nc1nc2n(n1)C(c1cccs1)CC(c1ccccc1)N2 (stereo not drawn)	-2.0%
COc1cccc(-c2nnc(SCC(N)=O)n2-c2ccc(Cl)cc2)c1	3.0%
Cc1n[nH]c(C)c1S(=O)(=O)N(CC(=O)N1CCc2ccccc21)c1ccc(C(C)C)cc1	11.4%
CC(C)OC(=O)CSc1nnc(-c2cccnc2)n1Cc1ccccc1	9.9%
CC(=O)c1ccc(N2CCN(C(=O)C3CCCN(S(=O)(=O)c4cnc[nH]4)C3)CC2)cc1 (stereo not drawn)	20.5%
COC(=O)c1ccc(C(NC(=O)OCc2ccccc2)/C(F)=C/[C@@H](C)C(=O)NCCO)cc1 (stereo partly drawn)	17.7%
CCCc1cc(-c2ccc(O)c(OCC)c2)c(C#N)c(N)n1	-2.3%

Next part.
molecule	AmpC inh det
CC(C)c1nc2sc3c(NCc4ccco4)ncnc3c2c2c1COC(C)(C)C2	-3.5%
CCCCn1c(SCc2nnc(-c3ccccc3)o2)nc2c1c(=O)n(C)c(=O)n2C	-3.7%
CC(=O)Nc1cccc(C(=O)Oc2cccc(C)c2)c1O	28.4%
O=C(Nc1ccc(NC(=O)c2ccco2)cc1)c1cnccn1	5.7%
C[C@@H]1O[C@H]1P(=O)(O)O	18.0%
O=C(NC1CCS(=O)(=O)C1)c1ccc(S(=O)(=O)NCC2CCCO2)cc1 (stereo not drawn)	-4.2%
CCOC(=O)N1CCN(C(=O)C2CC(c3cc(OC)ccc3OC)=NO2)CC1 (stereo not drawn)	-5.6%
Cc1nc(Nc2ccccc2)[nH]c(=O)c1CCC(C)C	-6.3%
C[C@H](N)Cc1c[nH]c2ccc(OCc3cccs3)cc12	-2.7%&0.3%
COc1cccc(C2=NOC(C(=O)NC(C)(C)C)C2)c1 (stereo not drawn)	-1.4%
CCOc1ccc(N(CC)C(=O)COc2cc(=O)n(C)c3ccccc23)cc1	1.8%
CCCN(c1nc(C)cc(OC)n1)S(=O)(=O)c1ccccc1	10.4%
CCN1CCN(c2ncc3c(n2)CC(c2ccc(OC)c(OC)c2)CC3=O)CC1 (stereo not drawn)	0.0%
CC(Nc1ccc(Br)cn1)c1cc(Cl)ccc1O (stereo not drawn)	-1.8%
COc1ccc(-c2cc(=O)c3ccccc3s2)cc1	5.6%

Another view of three compounds above.
> O=C(Nc1ccc(NC(=O)c2ccco2)cc1)c1cnccn1
  AmpC inh det: 5.7%
> C[C@@H]1O[C@H]1P(=O)(O)O
  AmpC inh det: 18.0%
> O=C(NC1CCS(=O)(=O)C1)c1ccc(S(=O)(=O)NCC2CCCO2)cc1 (stereo not drawn)
  AmpC inh det: -4.2%

(continued)
molecule	AmpC inh det
COc1ccccc1N(CC(=O)Nc1ccc2c(c1)OCO2)S(=O)(=O)c1ccccc1	-1.0%
Cc1cnc(CNc2ncncc2-c2ccoc2)cn1	7.4%
O=C(CCn1nc(-c2ccc(Cl)cc2)ccc1=O)N1CCN(c2ccccn2)CC1	9.1%
Cc1ccc(Oc2cc(C)nc(-c3ccccc3O)n2)cc1	-3.2%
O=C(O)c1cn(-c2ccccc2)nc1-c1cccnc1	-2.4%
CCC(Oc1ccc(C)c(C)c1)C(=O)O (stereo not drawn)	-3.6%
O=c1[nH]c2cc3c(cc2cc1CN(Cc1cccs1)Cc1nnnn1Cc1ccco1)OCCO3	-2.2%
Cc1ccc(NC(=O)Cn2cnc3c(=O)n(C)c(=O)n(C)c32)c(C)c1	-0.2%
CC1=C(C(=O)Nc2ccc(C)cc2)C(c2ccc(C)o2)C2=C(CC(C)(C)CC2=O)N1 (stereo not drawn)	-1.6%
O=C(O)CCc1nn2c3ccccc3nc2n(-c2ccccc2)c1=O	-1.2%
O=C(O)C1C2C=CC(C2)C1C(=O)NCCCn1ccnc1 (stereo not drawn)	-8.0%
Nc1ccc(N2CCCCC2)cc1N1CCCCC1	5.3%
Cc1cc(C(=O)Nc2ccc3c(c2)OCCO3)c(C)o1	14.7%
O=C(O)c1ccccc1OCCOc1ccccc1	-2.7%
COCC(=O)N1CCC2(CC1)CN(Cc1nccs1)C2	7.9%

Retrieved one by one from the entries so far:
molecule	AmpC inh det
CCC12CN3CC(CC)(CN(C1)C3c1ccc(OC(C)C)cc1)C2=O (stereo not drawn)	8.9%
Cc1ccc(S(=O)(=O)CC(=O)Nc2ccc(S(=O)(=O)Nc3onc(C)c3C)cc2)cc1	-3.0%
Cc1ccc(Oc2cc(C)nc(-c3ccccc3O)n2)cc1	-3.2%
CC1=C(C(=O)Nc2ccc(C)cc2)C(c2ccc(C)o2)C2=C(CC(C)(C)CC2=O)N1 (stereo not drawn)	-1.6%

(next part)
molecule	AmpC inh det
Brc1ccccc1Cn1c(-c2cncs2)nc2ccccc21	11.9%
O=C(CCC(=O)N1CCCc2ccccc21)N1CCN(S(=O)(=O)c2ccccc2)CC1	-0.6%
COc1ccccc1NC(=O)CN1CCN(c2ccc(Cl)cc2)CC1	9.6%
Cc1c(C(=O)OCCOC(C)C)[nH]c2c1C(=O)CC(C)(C)C2	7.5%
Cc1ccc(-c2nc3ccccc3o2)cc1NC(=O)c1ccc2c(c1)OCO2	-1.7%
Cn1c(=O)c2c(ncn2CC(=O)N2CCN(c3ccccc3F)CC2)n(C)c1=O	-2.6%
C=CCN1CC[C@@]23c4c5ccc(O)c4O[C@H]2/C(=N\N=C2/CC[C@@]4(O)[C@H]6Cc7ccc(O)c8c7[C@@]4(CCN6CC=C)[C@@H]2O8)CC[C@]3(O)[C@@H]1C5	-1.2%&-0.8%
O=C(CCC1CCCC1)NCc1ccccn1	-4.0%
O=C(c1cc(F)c(F)cc1Cl)N1CCOCC1	-3.0%
CNC(=O)NC(=O)CSc1cccc(C(F)(F)F)c1	-3.3%
COc1ccc(Cc2nnnn2CC(=O)O)cc1	9.4%
O=C(Cn1nnc(-c2ccc3c(c2)OCO3)n1)NCc1ccco1	1.7%
CCOC(=O)c1c(NC(=O)CSc2nc(C)cc(C)c2C#N)sc(C(C)=O)c1C	11.6%
Cc1ccc(-c2cc(C(F)(F)F)n3ncc(C(=O)N4CCN(C)CC4)c3n2)cc1	-0.9%
O=C1NC(c2ccco2)Nc2ccccc21 (stereo not drawn)	-3.0%
CCN(CC)CCN1C(=O)C(O)=C(C(C)=O)C1c1ccccc1 (stereo not drawn)	-2.1%
Cc1[nH]nc2c1C(C(C)C)C(C#N)=C(N)O2 (stereo not drawn)	11.3%
CCOC(=O)c1c(NC(=O)c2csc(C)c2)sc(C(C)=O)c1C	-7.3%
COc1ccc(C2(O)CC3CCC(C2)N3c2nc(C)cc(C)c2C#N)cc1 (stereo not drawn)	-8.3%
CCCn1c(C)nc2c(NC(C)CN(C)C)nc(C)nc21 (stereo not drawn)	13.8%
COc1cccc(N(C(=O)c2ccn[nH]2)C2(C(=O)Nc3c(C)cccc3C)CCCCC2)c1	-3.5%
Cc1cc2ncn(/N=C/c3cc(Br)ccc3O)c2cc1C	14.4%
O=C(CCN1Cc2ccccc2C1)c1ccc2c(c1)OCCO2	0.5%
CCC1Oc2ccccc2N(CC(=O)NCCN2C(C)CCCC2C)C1=O (stereo not drawn)	-1.7%
COc1ccc(-n2c(CSc3nc(C)cc(C)n3)nnc2SCC(=O)Nc2nccs2)cc1	11.8%
O=C(Nc1ncc2c(n1)CC(c1ccco1)CC2=O)c1ccccc1 (stereo not drawn)	-3.4%
Cc1ccc(-c2cc(C(=O)O)n[nH]2)o1	-3.5%
CCC(=O)N1CCN(CCN=CC2=C(O)CC(c3cccs3)CC2=O)CC1 (stereo not drawn)	-9.1%
Nc1ccc(Oc2ccc(N)cc2)cc1	10.8%
COc1cccc(Nc2ncc3nc(-c4cn(C)c5ccccc45)c(=O)n(C[C@H]4CCCO4)c3n2)c1	-0.1%
CN1CCN(c2ccc(NC(=O)C(C)(C)C)cc2)CC1	12.0%
Cc1ccccc1C(OCC(O)CN1CCCCC1CCO)c1ccccc1 (stereo not drawn)	-1.9%
CC(=O)Oc1cc2oc(=O)cc(C)c2cc1OC(C)=O	10.7%
CCOCCCNC(=O)C1CC(=O)N(C2CCCC2)C1 (stereo not drawn)	1.7%

An excerpt; count on the stated rates, not on these rows.
